Insulin prom inh – TRM-6 insulin promoter activity inhibition; TRM-6 cells (human fetal islet line), insulin promoter-eGFP reporter, imaging; reporter expression induced with tamoxifen; inhibition, % at 2 µM; 130,000 compounds, 0.9% hits; AID 1273;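 active = inhibition above the mean plus 3 SD, with well images judged a real hit on visual review, cut at about 60% in these data, passing the limit was not always enough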
sdo1 growth – sdo1-depleted yeast growth rescue. S. cerevisiae sdo1-depleted JHY4D growth rescue, OD600 30 h; hits give high values; pdr5 snq2 efflux-pump mutant strain. z-score at 10 µM. 140,000 compounds, 0.21% hits;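 active = z-score above 3 at both the 24 hr and the 30 hr optical density reads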;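 also: z-score against mean and SD of all compound wells on the same plate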
sdo1 growth Rescue 24 h – further read-out of sdo1 growth, marked with its call; z-score; S. cerevisiae sdo1-depleted JHY4D growth rescue, OD600; measured here: growth rescue at 24 h;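 0 is the plate mean of compound wells and units are plate SD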
The depositor's hits bear a star; i = inactive; . = not tested or not shown.

SMILES | Insulin prom inh | sdo1 growth | sdo1 growth Rescue 24 h
O=C(CN1CCOCC1)Nc1ccccc1C(=O)O | -321.4 | 0.54 | 0.11
Cc1ccc(CS(=O)(=O)Cc2ccc(C(=O)NCc3ccccn3)o2)cc1 | 11.1 | 0.14 | -0.05
COc1ccccc1CNc1cc(CSc2ccc(Cl)cc2)nc(C)n1 | 4.2 | -1 | 0.03
COc1cc(/C=N/NC(=O)Cc2cccs2)c([N+](=O)[O-])cc1OC | 32.4 | -0.12 | -0.46
NC(=O)C1CCN(C2CC(=O)N(Cc3cccs3)C2=O)CC1 (configuration not stated) | -20.0 | 0.37 | 0.39
Cn1c(=O)n(CC(=O)N2CCN(c3nnc(-c4ccccc4)c4ccccc34)CC2)c2ccccc21 | 16.7 | 0.63 | 0.35
O=C(c1cc(-c2ccc(Cl)c(Cl)c2)on1)N1CCCCC1 | . | -1.04 | -1.41
COC(=O)n1c(SC)nc2ccccc21 | 51.5 | 1.66 | 1.22
O=C(CSc1n[nH]c(-c2ccccc2)n1)c1ccccc1 | . | -0.63 | -0.64
Cc1nnc(SCc2cccc(Cl)c2)n(N)c1=O | i | . | .
CC(C)[C@@H]1NC(=O)c2cc([N+](=O)[O-])cc(F)c2NCCC[C@@H](C(N)=O)NC(=O)[C@H](CO)NC1=O | 25.0 | 0.86 | 0.68
Cc1cccc(S(=O)(=O)NC(Cc2c[nH]c3ccccc23)C(=O)O)c1 (configuration not stated) | -33.3 | 0.97 | 1.35
O=S(=O)(Nc1ccc(S(=O)(=O)Nc2cccc3ccccc23)cc1)c1ccccc1 | 19.4 | 0.34 | 0.42
COc1ccccc1CNC(=O)CSc1ccc(C(=O)Nc2ccccc2OC)cc1[N+](=O)[O-] | 10.0 | 0.22 | 0.63
O=c1[nH]c(CSc2nnc(-c3ccncc3)n2Cc2ccco2)nc2ccccc12 | . | 1.41 | 1.39
C#CCOCCOCCOCCNc1nc(N2CCN(C(=O)[C@H](Cc3ccc(O)cc3)n3cc(CCO)nn3)CC2)nc(N2CCN(C(=O)[C@H](Cc3ccc(O)cc3)n3cc(CCO)nn3)CC2)n1 | 23.8 | -0.05 | -0.52
COCCCN1C(=O)C(=O)/C(=C(/O)c2ccc(OC)cc2)C1c1ccc(O)c(OC)c1 (configuration not stated) | 60.0 | 0.39 | 0.41
O=S1(=O)N=C(Nc2nc3c(s2)CCCC3)c2ccccc21 | 8.6 | -0.17 | -0.27
CC(=O)NC12CC3CC(C1)CC(C(=O)Nc1nccs1)(C3)C2 | . | -0.23 | -1.15
Oc1ccc(Cl)cc1-c1cc(-c2cccc(Br)c2)n[nH]1 | -17.4 | -2.16 | -1.43
O=C1c2ccc(-c3nc4ccccc4o3)cc2C(=O)N1Cc1cccnc1 | -50.0 | . | .
COc1ccccc1-n1c(SCC(N)=O)nnc1-c1ccccc1 | -40.5 | 0.7 | 1.05
Cc1cccc(Oc2coc3cc(OC(=O)c4cc5ccccc5oc4=O)ccc3c2=O)c1 | -72.4 | -1.17 | -0.6
Cc1ccc(/C=C2\SC(N3CCN(C(c4ccccc4)c4ccccc4)CC3)=NC2=O)o1 | 26.1 | -1.42 | -1.74
C/C(=N/NC(=O)CNc1ccc(C)cc1)c1ccc(Br)s1 | 33.3 | -1.54 | -0.49
Cc1cc(C(C)(C)C)cc(S(=O)(=O)Nc2cccc(C(=O)O)c2)c1C | 14.3 | 0.42 | -0.1
COCCn1c(N)c(NCc2ccccc2)c(=O)n(CC(=O)Nc2cc(C)ccc2C)c1=O | -57.1 | 0.84 | 0.13
Cc1nn(C)c(C(=O)NNC(=S)Nc2ccc(Cl)cc2)c1[N+](=O)[O-] | . | 0.49 | -0.41
COC(=O)c1ccc(NC(=O)N2CCOCC2)cc1 | 54.5 | 1.04 | 1.16
Cc1nn(Cc2ccccc2Cl)c(C)c1NC(=O)c1cc(-c2ccc(F)cc2)on1 | -32.5 | -1.87 | -0.93
CC1CCCN(C/C(O)=C(\C#N)c2nc3ccccc3[nH]2)C1 (configuration not stated) | -293.1 | 2.33 | 4.06
Cn1c(=O)c2c(nc(CN3CCC(C(N)=O)CC3)n2Cc2ccccc2F)n(C)c1=O | . | 2 | -0.03
NC(=O)N/N=C/c1c(F)c(F)c(F)c(F)c1F | 41.2 | . | .
COC(=O)c1c(NC(C)=O)sc(C)c1C | 11.1 | . | .
CCOc1cc(N2CCOCC2)c(OCC)cc1NC(=O)CN1C(=O)C2CC=CCC2C1=O (configuration not stated) | -57.1 | . | .
Cc1cc(C#N)c2ccccc2n1 | . | 1.77 | 1.38
Cc1oc(-c2cccc(Cl)c2)[n+]([O-])c1C | . | -0.11 | -0.34
COc1ccc(NC(=O)c2cc3n(n2)C(C(F)(F)F)CC(c2ccc(OC)cc2)N3)cc1 (configuration not stated) | 31.6 | -0.25 | 0.28
O=C(CN1C(=O)c2ccccc2C1=O)Nc1cccnc1 | . | 1.37 | 1.21
Cc1cccc(C)c1Nc1c(-c2ccc(N3CCOCC3)cc2)nc2ncccn12 | 38.1 | 0.06 | -0.34
Cc1cc2cc(CCNC(=O)CC(C)C)c(=O)[nH]c2cc1C | . | 0.69 | -0.06
COc1cc(NS(=O)(=O)c2ccc(Br)cc2)c(OC)cc1NC(=O)c1ccco1 | -33.3 | -0.57 | 0.4
Clc1cccc(-c2cc3nc4c(c(N5CCN(c6cnccn6)CC5)n3n2)CCCC4)c1 | 17.2 | -2 | -1.09
Cc1cccc(NC(=O)c2c(-c3ccccc3)noc2C)n1 | 16.7 | . | .
NC(=O)C1(N2CCCCC2)CCN(C(=O)c2cccn3c(=O)c4cc(Cl)ccc4nc23)CC1 | -150.0 | 0.76 | 0.07
Cc1nnc(Cl)c2nn(-c3ccccc3)c(C)c12 | -233.3 | -0.14 | -0.44
COc1ccc(-c2cc(C(F)(F)F)nc(SCC(=O)N3CCOCC3)n2)cc1OC | -77.1 | -0.51 | -0.56
COC(=O)c1cccc(NC(=O)CSc2nnc(COc3cccc(C)c3)n2C)c1 | 63.6 | -0.72 | -1.16
Cc1cc(C(=O)CN2CCC(C)CC2)c(C)n1-c1ccccc1F | . | 0.53 | 0.3
COc1ccc(C2=NN(c3nc(C)cc(C)n3)C(=O)C2)cc1 | 0.0 | . | .
COc1ccc(OC)c(CN2C(=O)CCC2(C)C(=O)NC2CCCCCC2)c1 (configuration not stated) | . | -0.33 | -0.57
Oc1ccc(/C=N/NC(=S)N/N=C/c2ccc(O)cc2)cc1 | -5.0 | . | .
O=C(CCN1C(=O)C2C3C=CC(C3)C2C1=O)Nc1ccc(F)cc1 (configuration not stated) | 38.5 | -0.31 | -0.83
Clc1cccc(Cl)c1-c1nnc2cccc(Cl)n12 | -341.9 | -0.82 | -1.24
Cc1ccc(S(=O)(=O)NCCC(=O)NCc2ccc3c(c2)OCO3)cc1C | . | 0.75 | 0.89
Cc1ccc(NC=C(S(=O)(=O)c2ccccc2)S(=O)(=O)c2ccccc2)cc1 | . | -0.71 | -0.63
CCCCCN(C(=O)NC(=O)Nc1ccccc1C)S(C)(=O)=O | 28.6 | -0.73 | -0.98
C[C@@H](C(=O)Nc1ccc2ccccc2c1)[C@H]1C[C@]1(C)[C@H](NC(=O)c1cccnc1)c1ccccc1 | -47.6 | 7.24* | 3.9*
O=C(COC(=O)c1ccc[nH]c1=O)NCC1CCCO1 (configuration not stated) | -14.3 | 0.12 | -0.43
CCOC(=O)c1csc(NC(=O)CSc2nnnn2-c2ccc(OCC)cc2)n1 | -40.0 | -0.7 | 0.17
Next part
SMILES | Insulin prom inh | sdo1 growth | sdo1 growth Rescue 24 h
COCc1cc(C)nc(SCC(=O)Nc2cccc(C)c2)c1C#N | -2.6 | 0.74 | 0.71
CCC(CC)NC(=O)COC(=O)c1cccc(C)c1O | 1.4 | -1.1 | -1.27
O=C1CCCC2=C1C(c1ccccc1)C1C(=O)c3ccccc3C1=N2 (configuration not stated) | 25.5 | 1.16 | 1
COc1cccc(C(=O)N2CCN(S(C)(=O)=O)CC2)c1 | -30.0 | 0.61 | 0.6
Cc1ccc(N(CC(=O)NCc2cccnc2)S(C)(=O)=O)cc1C | . | 0.55 | -0.23
Nn1c(SCC(=O)N2CCN(S(=O)(=O)c3ccccc3)CC2)nnc1-c1cccs1 | -8.6 | 0.2 | -0.1
O=C(Nc1ccccc1)c1cccc(S(=O)(=O)NCc2ccco2)c1 | 0.0 | 1.27 | 2.16
COC(=O)CCn1nnc(-c2cccs2)n1 | 1.3 | -0.16 | -0.92
CCOC(=O)c1cc(-c2ccc(OC)cc2)n(CCC(=O)NCCN2CCC(C)CC2)c1C | 57.1 | . | .
CCc1ccccc1Nc1nc(N)nc(COC(=O)c2cccn2C)n1 | 24.2 | 0.25 | -0.37
CCCCN1CNC(=S)N(c2cc(C)ccc2C)C1 | -10.7 | 0.86 | 0.9
CCCC(=O)Nc1ccc(C(=O)NNC(=O)c2ccco2)cc1 | -50.0 | 1.06 | 0.82
Clc1ccc(NCn2cncn2)nc1 | . | 0.59 | 0.02
Cc1cccc(C(=O)NNC(=O)CCC(=O)Nc2cccc(Cl)c2C)c1 | . | 0.47 | -0.72
O=C(c1cnn2c(C(F)F)cc(-c3ccccc3)nc12)N1CCCc2ccccc21 | -43.3 | -1.24 | 0.06
Cn1c(=N)n(CC(=O)C(C)(C)C)c2ccccc21 | 43.8 | 0.75 | 1.4
CCOC(=O)N1CCC(Nc2c(NCCCN(CC)Cc3ccccc3)c(=O)c2=O)CC1 | . | 0.12 | -0.15
CCOc1cc(C(=O)Nc2ccon2)cc(OCC)c1OCC | 52.4 | 0.55 | 0.14
ON1C(c2ccccc2C(F)(F)F)N(O)[C@H]2CCCC[C@H]21 (some centres not stated) | 2.9 | -0.03 | -0.51
COC(=O)c1ccc(NC(=S)Nc2ccccc2)cc1 | -43.5 | 0.59 | 0.5
CCC(=O)Nc1ccc(C(=O)NNC(=O)c2cccs2)cc1 | 26.8 | 2.18 | 0.76
CN1CCN(C(=S)c2cn(Cc3ccc(Br)cc3)c3ccccc23)CC1 | -33.3 | . | .
O=C(CSc1nnc(-c2ccncc2)n1Cc1ccco1)OC1CCCCC1 | 7.1 | -1.02 | -0.92
NC(=O)C1(N2CCCCC2)CCN(c2ccc3nnc(-c4ccccc4)n3n2)CC1 | . | 0.73 | 0.58
CN1C(=O)C2(c3ccccc31)N(C)CC(c1ccccn1)C21SC(=S)N(Cc2ccco2)C1=O (configuration not stated) | 0.0 | -1.93 | -1.14
Clc1ccc(-c2noc(CCCc3ccccc3)n2)cc1 | -22.2 | 0.53 | 0.13
CCOC(=O)c1sc(=S)n(Cc2ccccc2)c1N | . | -2.17 | -1.94
O=C(/C=C/c1cc([N+](=O)[O-])ccc1OC(F)F)Nc1ccc(OC(F)F)cc1 | 29.4 | . | .
O=C(Nc1nnc(SCc2ccc(Cl)cc2)s1)C1CCCO1 (configuration not stated) | 35.7 | -0.94 | -0.48
O=C(CN(C(=O)c1csnn1)c1cccc2c1CCCC2)NC1CCCC1 | -33.3 | . | .
CC1CC(C)CN(C(=O)c2cc3cc(Br)cc(Br)c3o2)C1 (configuration not stated) | -8.3 | . | .
Oc1ccc2ccccc2c1/C=N/c1nc2c(s1)CCCC2 | 35.2 | -0.78 | -1.31
COc1ccc(N(CC(=O)N/N=C/c2ccc(-c3ccc([N+](=O)[O-])cc3)o2)S(=O)(=O)c2ccc(C)cc2)cc1 | 41.2 | -1.26 | -0.96
N#Cc1c(NCCN)nc(-c2ccccc2)c2c1CCCC2 | -66.7 | -1.72 | -1.47
CC(=O)N(C)c1ccc(NC(=O)Nc2ccccc2C)cc1 | 9.5 | . | .
O=C(Nc1cc([N+](=O)[O-])ccc1Cl)C1CC1 | 57.1 | 0.62 | 0.06

Arranged by length of the SMILES (largest number first): 12 of the compounds above.
SMILES | Insulin prom inh | sdo1 growth | sdo1 growth Rescue 24 h
C#CCOCCOCCOCCNc1nc(N2CCN(C(=O)[C@H](Cc3ccc(O)cc3)n3cc(CCO)nn3)CC2)nc(N2CCN(C(=O)[C@H](Cc3ccc(O)cc3)n3cc(CCO)nn3)CC2)n1 | 23.8 | -0.05 | -0.52
COc1ccc(NC(=O)c2cc3n(n2)C(C(F)(F)F)CC(c2ccc(OC)cc2)N3)cc1 (configuration not stated) | 31.6 | -0.25 | 0.28
O=c1[nH]c(CSc2nnc(-c3ccncc3)n2Cc2ccco2)nc2ccccc12 | . | 1.41 | 1.39
COc1cc(/C=N/NC(=O)Cc2cccs2)c([N+](=O)[O-])cc1OC | 32.4 | -0.12 | -0.46
COc1ccc(OC)c(CN2C(=O)CCC2(C)C(=O)NC2CCCCCC2)c1 (configuration not stated) | . | -0.33 | -0.57
O=C(Nc1ccccc1)c1cccc(S(=O)(=O)NCc2ccco2)c1 | 0.0 | 1.27 | 2.16
COc1ccc(C2=NN(c3nc(C)cc(C)n3)C(=O)C2)cc1 | 0.0 | . | .
COCc1cc(C)nc(SCC(=O)Nc2cccc(C)c2)c1C#N | -2.6 | 0.74 | 0.71
COc1ccccc1-n1c(SCC(N)=O)nnc1-c1ccccc1 | -40.5 | 0.7 | 1.05
O=C(CSc1n[nH]c(-c2ccccc2)n1)c1ccccc1 | . | -0.63 | -0.64
Oc1ccc2ccccc2c1/C=N/c1nc2c(s1)CCCC2 | 35.2 | -0.78 | -1.31
N#Cc1c(NCCN)nc(-c2ccccc2)c2c1CCCC2 | -66.7 | -1.72 | -1.47

Remaining list, next part.
SMILES | Insulin prom inh | sdo1 growth | sdo1 growth Rescue 24 h
O=C(c1ccco1)N1CCN(C2CC(=O)N(c3ccccc3)C2=O)CC1 (configuration not stated) | -3.1 | 0.57 | 0.04
CCOC(=O)c1[nH]c(CSc2nnnn2-c2ccccc2C)c(C(=O)OCC)c1C | -38.7 | -1.7 | -1.52
COc1ccc(CNc2ccc3c(c2)nc(C)n3C)cc1 | . | 0.33 | -0.05
CCc1nc2c(sc3nc4c(cc32)COC(C)(C)C4)c(=O)n1Cc1ccco1 | 52.4 | -0.34 | -0.23
CCN(CC)CCCN1CC(O)=C(c2nc3ccccc3s2)C1=N | 65.7* | 1.39 | 1.53

Screening results from PubChem BioAssay.
